# Mm-Cpn inhibitor: M. maripaludis TRiC chaperonin inhibition | purified Mm-Cpn ATPase, ADP Transcreener TR-FRET | Potency, µM (series often up to 76.9 µM), without a hit: top-dose activity, negative = inhibition, usual class: inhibitors | actives 0.031% (n = 330,000) | AID 504842; note: potency is the fitted concentration of half-maximal effect; % is set by controls: 0 for no effect and ±100 for the full control effect; nearly all actives have a fitted effect of over 80% in size
#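 ATPase turnover read by TR-FRET ADP competition (Eu cryptate antibody/ADP-d2, 665/590 nm): 10uM ATP final, 25nM Mm-CPN final, 30 min 37degC after 10-min compound preincubation, pH 7.4 Tris/KCl/MgCl2/DTT buffer.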
# A549 tox: counter-screen for Nrf2 inhibitors: cytotoxicity in A549 cells; A549 ARE-Fluc cells, CellTiter-Fluor viability, 18-24 h; Potency, µM (titrated, usually from 46 µM), for the others: top-dose activity change, negative = cytotoxicity, hits mostly inhibitors; actives 0.16% (n = 390,000); AID 504648; note: potency is the fitted concentration of half-maximal effect; % is set by controls: 0 for no effect and ±100 for the full control effect
#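 A549 ARE-Fluc cells in 5% FBS OPTI-MEM, 5000 cells/well, rested 2 h then exposed to compounds in concentration-response for 18-24 h at 37 °C. Viability by CellTiter-Fluor fluorescence (Ex 405/Em 525) after 30 min; luciferase luminescence (BugLite, 15 min, RT) read afterwards.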
# Nrf2 ARE act: activators of Nrf2 (ARE) signaling; AID 624171; AREc32 ARE-luciferase reporter (MCF7-derived line), luminescence, 24 h; Potency, µM (top dose mostly 46.1 µM), for inactives: at the highest dose activation, most hits filed as activators; actives 0.31% (n = 410,000); note: potency is the fitted concentration of half-maximal effect; % of control where 0% means no effect; nearly all actives have a fitted effect of over 65% in size
#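 ARE-driven firefly luciferase activity in AREc32 cells measured after a 24 hr compound exposure at 37 deg C, using Steady-Glo reagent and a 30 min room-temperature hold.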
# CCT chaperon mod: changes cytosolic chaperonin activity. purified chaperonin ATPase assay, HTRF ADP detection, 30 min. activity change, % (test concentration not listed), hits read low. actives 0.3% (n = 360,000); in the data active = activity change below about -30%; note: % is set by controls: 0 for no effect and ±100 for the full control effect
#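 TRiC (40 or 20 nM final, by batch activity) in 30 mM Tris pH 7.4, 100 mM KCl, 5 mM MgCl2, 1 mM DTT was treated with compound at 76 uM single dose, then 10 uM ATP, 30 min at 37 °C. ADP was read by HTRF Transcreener.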
# Abeta rescue: restores growth of yeast expressing A-beta42 peptide | yeast expressing A-beta42, growth rescue, OD600, 48 h; response scale: 0% DMSO, 100% iron-clioquinol control | actives 0.063% (n = 410,000) | Potency, µM (top dose mostly 46.1 µM), inactives show at the highest dose growth rescue, hits mostly activators; note: potency is the fitted concentration of half-maximal effect; nearly all actives have a fitted effect of over 55% in size
#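 Growth rescue measured by 600 nm absorbance after 48 h yeast culture at 30 C with compound. Values normalized between DMSO and an equimolar ferric chloride plus clioquinol control.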
# TGFb SMAD3 inh: TGF-b pathway inhibition. HepG2 CAGA-GFP TGF-b/SMAD3 reporter, GFP fluorescence, 18 h; TGF-beta stimulated, 500 pg/mL final. Potency, µM (highest dose often 46.1 µM), for inactives: at the top dose activity, negative = inhibition, hits mostly inhibitors. actives 1.2% (n = 410,000); note: potency is the fitted concentration of half-maximal effect; % is set by controls: 0 for no effect and ±100 for the full control effect; nearly all actives have a fitted effect of over 65% in size
#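 HEPG2 CAGA-GFP, 1000 cells/well; 2 h settle, 37 C; cpd via pin tool; TGF-b 500 pg/mL final; 18 h, 37 C; GFP imaging ex488/em500-530; %Activity normalised to -TGF-b and +DMSO controls; CRC fit, curve class.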
# HepG2 tox: kills HepG2 cells in TGF-b inhibitor counter-screen | actives 0.76% (n = 410,000) | HepG2 CAGA-GFP viability, ATP luminescence, 18 h | Potency, µM (titrated, usually from 46.1 µM), for the others: at the top dose activity change, negative = cytotoxicity, most hits filed as cytotoxic | AID 588856; note: potency is the fitted concentration of half-maximal effect; some results filed as inactive show a strong effect at the top dose
#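 HepG2 CAGA-GFP cells (1000/well, DMEM with 1% FBS) received compound, then TGF-beta at 500 pg/mL final, and were incubated 18 hours at 37 degrees C. Viability was read by CellTiter-Glo luminescence. Media-only wells were set as complete cell-killing and DMSO as no toxicity.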
# Nrf2 inh: inhibitors of Nrf2 signaling; A549 ARE-Fluc reporter, luciferase luminescence, 18-24 h; Potency, µM (doses to about 46 µM), for inactives: top-dose activity change, negative = inhibition, hits mostly inhibitors; actives 2.1% (n = 360,000); AID 504444; note: potency is the fitted concentration of half-maximal effect; % is set by controls: 0 for no effect and ±100 for the full control effect; nearly all actives have a fitted effect of over 60% in size
#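 A549 ARE_Fluc cells (5000/well, 5% FBS OPTI-MEM) pre-incubated 2 h, then treated with compounds 18-24 h at 37C/5% CO2 in concentration-response. CellTiter-Fluor viability read first; BugLite luciferase luminescence after 15 min at room temperature gives Nrf2 activity.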
# pAkt inh: inhibitors of Akt phosphorylation; Neuro2A IGF-stimulated pAkt S473 HTRF, 20 min; active compounds read low; actives 0.32% (n = 360,000); activity change, % for hits at 50 µM; AID 651550; in the data active = activity change below about -80%; inconclusive = mostly about -51% to -80%; note: % is set by controls: 0 for no effect and ±100 for the full control effect
#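 Neuro2A cells in DMEM with 0.5% FBS, overnight at 37 deg C, given compound at single 50 µM final, then IGF (6 nM final) for 20 min at 37 deg C. Lysed; phospho-Akt Ser473 by HTRF after 24 h, 665/615 ratio.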
# The depositor's hits bear a star; i = inactive; ? = inconclusive; nt = not tested or not shown; [ ] = remark or other dose. Unless noted, calls come from the whole dose curve; as a rule, active = well fitted curve in the direction sought with a large enough effect; inconclusive = small, poorly fitted or top-dose-only effect, or another doubt; inactive = no such curve, though single readings can be large; an effect the other way counts as inactive or inconclusive. Rows were taken by chance; about 4.3% have a hit in one of these screens.
SMILES,Mm-Cpn inhibitor,A549 tox,Nrf2 ARE act,CCT chaperon mod,Abeta rescue,TGFb SMAD3 inh,HepG2 tox,Nrf2 inh,pAkt inh
COC(CNC(=O)c1cc(Sc2nnc(C)s2)nc2ccccc12)OC,1%,1%,5.9%,0.1,-2%,6%,0%,-27%,i
CCCCNS(=O)(=O)c1ccc(Br)cc1N1CCC[C@H]1CO,0%,-3%,-0.3%,-1.9,9%,-1%,-2%,10%,i
CCN(CC)S(=O)(=O)c1ccc(S(=O)(=O)N2CCCC2C(=O)O)cc1 (stereo unspecified),2%,0%,-0.1%,-2.1,-2%,-29%,2%,nt,i
Cc1ccc(N2CCN(c3ccc(C)cc3)C(CC(=O)O)C2=O)cc1 (stereo unspecified),-3%,-11%,3.3%,1.4,?,-4%,-4%,24%,i
CCC(=O)Nc1sc(C(=O)OC)c(C)c1C(=O)OC,0%,-6%,-0.5%,-0.7,-20%,0%,-2%,?,i
Fc1cc(F)c2nc(N3CCOCC3)sc2c1,3%,3%,6.4%,-0.5,-8%,-13%,-19%,?,i
CCOc1ccc(C(=O)NCC(=O)OCC(=O)N2CCC(C)CC2)cc1,1%,-3%,-0.4%,0.0,-3%,15%,-6%,-1%,i
Cc1ccc(S(=O)(=O)N2CCN(C(=O)c3ccccc3)C2)cc1[N+](=O)[O-],-1%,3%,-0.2%,-1.8,9%,2%,-4%,8%,i
C=C1C(=O)O[C@H]2C[C@H]1[C@@H](OC(C)=O)C/C(C)=C/CC/C(C)=C\CC[C@]2(C)O,nt,?,-2.5%,-2.1,-31%[inhibitor],3.2µM*,-102%,15µM*,i
c1ccc(Cc2nnc(-c3ccccc3)o2)cc1,-3%,-12%,-0.8%,-3.1,3%,-18%,-16%,?,i
CC(C)Oc1ccc(Cc2c(O)nc(NCCCN(C)C)[nH]c2=O)cc1,0%,-5%,-0.9%,-2.2,-12%,-7%,-5%,11%,i
O=C(OCc1ccc(Br)cc1)c1cnc(Cl)c(Cl)c1,2%,1%,5.7%,1.6,-6%,2%,1%,2%,i
CCCCCCCC(=O)Nc1ccc(S(=O)(=O)Nc2nccs2)cc1,1%,2%,-1.0%[9.22 µM],-3.3,-7%,8%,2%,12%,i
O=C(Nc1ccccc1)c1ccc(-c2ccc(F)cc2)s1,-2%,0%,3.4%,2.4,-8%,-14%,1%,?,i
Cc1cnc(C(=O)OCC(=O)Nc2ccccc2[N+](=O)[O-])cn1,0%,1%,4.3%,1.2,6%,12%,12%,1%,i
Cn1c(SCC(=O)NCc2cccs2)nnc1-c1ccc(O)cc1,2%,-2%,0.4%,3.7,12%,?,-4%,8%,i
CCN(CC)S(=O)(=O)c1ccc2c(c1)c(=O)c(C(=O)NCc1ccc(Cl)cc1)cn2C,nt,3%,-0.1%,nt,-16%,?,-5%,?,nt
COc1cc(/C=N/NC(=O)c2cccc([N+](=O)[O-])c2)ccc1OC(=O)c1ccco1,3%,-3%,3.9%,-0.2,-3%,5%,-3%,?,i
Cc1cccc(C(=O)N2CCN(c3ccc(C(F)(F)F)cn3)CC2)c1C,-1%,-10%,-0.5%,1.7,9%,-3%,-13%,nt,i
CN(Cc1ccccc1)C(=O)N1CCOCC1,2%,0%,-0.7%,-1.5,-3%,0%,1%,6%,i
CCOC(=O)c1ccc(NC(=O)CCc2nc(-c3ccccc3Cl)no2)cc1,2%,-19%,-0.2%,-0.3,-8%,-18%,-30%,16µM*,i
CCCc1cc(=O)n2c([nH]c3ccccc32)c1C#N,-8%,-24%,-0.1%,0.6,-2%,-13%,-57%,15µM*,i
CCCCOc1ccc(/C=N/Nc2cc(N3CCOCC3)nc(C)n2)cc1,-1%,0%,-1.3%,-5.5,-12%,-3%,-13%,-1%,i
Cc1ccc(CSc2nnc(-c3ccc(NS(=O)(=O)c4ccccc4)cc3)o2)cc1,-2%,-2%,-0.5%,-0.1,3%,?,1%,-12%,i
O=C(NC1CCN(Cc2ccccc2)CC1)c1ccc2c(c1)[nH]c(=O)n2Cc1ccc(F)cc1,2%,?,6.9%,0.0,-1%,?,-2%,4.6µM*,i
CC(=O)N[C@H]1C[C@@H]1c1ccccc1,0%,1%,0.3%,3.4,19%[9.22 µM],?,10%,nt,i
CCOC(=O)Nc1csnn1,1%,1%,-0.4%,0.3,-4%,9%,14%,12%,i
O=C(NNC(=O)C1CCN(c2ncccn2)CC1)c1ccncc1,-1%,18%,3.5%,-5.7,5%,-9%,0%,3%,i
Cc1cccc2c(=O)cc(CSc3ccccc3NC(=O)C(C)(C)C)[nH]c12,nt,11%,4.0%,nt,-8%,-19%,-29%,nt,nt
COc1ccc(-c2nc(C#N)c(N3CCOCC3)o2)cc1OC,-8%,-3%,0.6%,-1.8,5%,-4%,-22%,-18%,nt
O=C(COc1cccc2cccnc12)N/N=C/c1cccn1-c1ccc(F)cc1,2%,5%,-0.2%,-0.9,-5%,-2%,-24%,-5%,i
Cc1nn(-c2ccccc2)c(C)c1CCC(=O)O,0%,26%,2.8%,0.1,-1%,11%,3%,?,i
COc1ccc(N2CCN(CCCNC(=O)Cn3c(=O)c4cccn4c4cccnc43)CC2)cc1,2%,1%,0.3%,1.2,-4%,4%,-50%,17%,i
COC(=O)CN(c1cc(Cl)ccc1OC)S(=O)(=O)c1ccc(C)cc1,0%,5%,0.1%,1.9,-2%,6%,-39%,6%,i
O=[N+]([O-])c1ccc(C(O)CNC(=S)Nc2ccccc2)cc1 (stereo unspecified),0%,6%,-0.2%,-3.5,-9%,12%,1%,-23%,i
Cc1ccc(NC(=O)CCSCCC(=O)Nc2ccc(C)c(C)c2)cc1C,-3%,-4%,0.4%,-0.9,7%,0%,-13%,6%,i

# Reformatted: 3 of the compounds above
mol | Mm-Cpn inhibitor | A549 tox | Nrf2 ARE act | CCT chaperon mod | Abeta rescue | TGFb SMAD3 inh | HepG2 tox | Nrf2 inh | pAkt inh
COc1ccc(N2CCN(CCCNC(=O)Cn3c(=O)c4cccn4c4cccnc43)CC2)cc1 | 2% | 1% | 0.3% | 1.2 | -4% | 4% | -50% | 17% | i
COC(=O)CN(c1cc(Cl)ccc1OC)S(=O)(=O)c1ccc(C)cc1 | 0% | 5% | 0.1% | 1.9 | -2% | 6% | -39% | 6% | i
O=[N+]([O-])c1ccc(C(O)CNC(=S)Nc2ccccc2)cc1 (stereo unspecified) | 0% | 6% | -0.2% | -3.5 | -9% | 12% | 1% | -23% | i

# The list continues.
SMILES,Mm-Cpn inhibitor,A549 tox,Nrf2 ARE act,CCT chaperon mod,Abeta rescue,TGFb SMAD3 inh,HepG2 tox,Nrf2 inh,pAkt inh
COc1ccc(N2CCCC2)c(NC(=O)COc2ccccc2Cl)c1,2%,0%,0.6%,-6.4,-5%,22%,4%,-18%,i
Cc1ccccc1C(=O)Nc1cccc(C(=O)OCc2cc(=O)n3ccsc3n2)c1,nt,12%,2.9%,nt,-14%,-4%,-16%,nt,nt
Cc1sc2nc(C)n(/N=C/c3ccccc3O)c(=O)c2c1C,0%,1%,0.0%,1.2,-12%,1%,-3%,?,i
CN(C)CC(O)COC(c1ccccc1)c1ccccc1 (stereo unspecified),2%,4%,1.4%,-1.7,1%,3%,-15%,12%,i
Cn1c(SCC(=O)NC2CCCCC2)nc2c(c1=O)SCC2,nt,nt,0.5%,0.7,-3%,-2%,4%,nt,i
CC1CCC(C(=O)NC(C(=O)NCCc2ccc(S(N)(=O)=O)cc2)C(C)C)CC1 (stereo unspecified),0%,1%,0.0%,-2.1,-4%,0%,-1%,6%,i
COc1ccc(N2CC(=O)N(c3ccccc3)C2=S)cc1,-1%,-1%,3.2%,-0.1,12%,-10%,-14%,?,i
CC(=O)Nc1sc(NC(=O)c2ccccc2)nc1-c1cccs1,-3%,-8%,0.2%,1.5,14%,-1%,-10%,-5%,i
O=C(Nc1ccc(S(=O)(=O)N2CCOCC2)cc1)C1CCN(S(=O)(=O)c2ccc(Cl)cc2)CC1,nt,-12%,2.3%,0.9,2%,?,-16%,?,i
CCCc1cc(=O)[nH]c(SC(C)C(=O)Nc2ccc3c(c2)OCCO3)n1 (stereo unspecified),-1%,-2%,3.6%,-2.7,7%,12%,1%,-4%,i
CCNC(=O)c1cc2c(c(-c3cccc(-c4ccccc4F)c3)n1)[C@H](CCO)N(C(=O)CC)C2,nt,nt,5.6%,-1.1,-11%,nt,nt,nt,i
COc1cccc(C2=CC(=O)CCC2)c1OC,nt,10%,-0.6%,-1.8,-7%,-5%,4%,4%,i
Cc1ccc(CNC(=O)C(C)n2c(=O)cc(-c3ccccc3)c3c(C)nn(C)c32)cc1 (stereo unspecified),nt,-4%,0.1%,nt,-15%,-4%,4%,-7%,nt
O=C(CCNc1cc(Cl)cc(Cl)c1)c1cccs1,-3%,7%,6.3µM*,-2.6,-7%,?,-4%,9%,i
CCCCC(=O)NC1(C(F)(F)F)NC(=O)N(C)C1=O (stereo unspecified),1%,-2%,-0.1%,-1.2,7%,1%,3%,-7%,i
Nc1cccc(S(=O)(=O)Nc2ccc(SC(F)F)cc2)c1,2%,5%,-0.7%,-2.2,4%,5%,2%,-19%,i
CC(=O)c1cccc(N(CC(=O)Nc2cccnc2)S(C)(=O)=O)c1,2%,-4%,-0.4%,-1.7,2%,-1%,-6%,9%,i
CCC1=NN2C(=N)/C(=C/c3ccc(OS(=O)(=O)c4ccc(C)cc4)c(OC)c3)C(=O)N=C2S1,-2%,2%,0.0%,0.7,14%,-2%,-34%,19%,i
